# NCOA2 inhibitor = inhibition of GAL4-SRC2 driven luciferase reporter, primary screen, SRC2 inhibitor project, cell-based, luminescence. Nuclear receptor coactivator 2 (Homo sapiens), Q15596. HEK293 GAL4-SRC2 luciferase reporter. inhibition, % at 9 µM. 370,000 tested, 0.17% active. AID 651957, 2012;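 active means inhibition above the mean inhibition of all tested compounds plus 3 SD, set per campaign, cut at about 52% in these data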;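 further: 0% = DMSO treated cells and 100% = cells given Gossypol at 36 µM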
# H9c2 protect = cardioprotection against H2O2-induced cell death, primary screen, uHTS, H9c2 cells, ATPLite luminescence | 360,000 tested, 0.63% active | H9c2 cardiomyocytes, H2O2 injury protection, 2 h | protection from H2O2 cell death, % at 20 µM;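 active means compounds giving at least 50% protection of heart cells from peroxide-induced death in the single-dose screen, raw or plate-pattern-corrected value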;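 further: 0% = DMSO wells with peroxide and 100% = DMSO wells without peroxide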
# N-glyco inh = increase of ERlucT glycosylation luciferase signal, primary screen, N-linked glycosylation inhibitor project, D54 ERlucT cells, luminescence, set 2. D54 ERlucT glycosylation luciferase reporter, 24 h; percent of 100 nM tunicamycin response. reporter increase, % at 12.5 µM. 360,000 tested, 0.23% active. AID 588692, 2011;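 active means mean luciferase reporter signal, scaled so untreated is 0 and the glycosylation-blocking control 100, at or above a set limit in every replicate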;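 further: luciferase carries N-glycosylation sites so blocking glycosylation raises the light; 0% = median of neutral control wells and 100% = median of 100 nM tunicamycin wells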
# MC4R ag barr = MC4R agonists recruiting beta-arrestin, primary screen, cell-based, luminescence, agonist arm of biased-ligand search; 360,000 tested, 0.98% active; U2OS MC4R beta-arrestin complementation; percent of melanotan II response, DMSO zero; Melanocortin receptor 4 (Homo sapiens), P32245; activation, % at 8.9 µM; AID 540308, 2011;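 active means activation above a per-plate cutoff, the mean activation of sample wells on that plate plus 3 SD, cut at about 8% in these data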
# MC4R antag cAMP = MC4R antagonists of cAMP signaling, primary screen, cell-based, TR-FRET, antagonist arm of biased-ligand search. Melanocortin receptor 4 (Homo sapiens), P32245. MC4R-expressing cells, MTII-stimulated cAMP, LANCE TR-FRET. inhibition, % at 6.5 µM. 360,000 tested, 0.48% active. AID 540295, 2011;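 active means inhibition above its plate's cutoff, the mean of tested wells on that plate plus 3 SD, cut at about 29% in these data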;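 further: 0% = Melanotan II alone and 100% = Melanotan II plus saturating MCL0020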
#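 Assay system: U2OS-MC4R stable cell line; Also added: Melanotan II; Technique: Eu-cAMP/anti-cAMP TR-FRET, emission 671 nm; Times: 30-min compound, 1-h challenge, 1-h detection, room temperature.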
# HTR2A ag = mouse Htr2a agonists via beta-arrestin recruitment, primary screen, cell-based, luminescence; 360,000 tested, 0.66% active; activation, % at 7.6 µM; CHO-K1 mHTR2A beta-arrestin complementation; percent of 30 µM serotonin response; 5-hydroxytryptamine receptor 2A (Mus musculus), P35363;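 active means activation above a run cutoff, the mean activation of all tested compounds plus 3 SD, cut at about 14% in these data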;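 further: 0% = plate median of compound wells and 100% = 30 µM serotonin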
# Target sequence (P35363 whole entry, looked up): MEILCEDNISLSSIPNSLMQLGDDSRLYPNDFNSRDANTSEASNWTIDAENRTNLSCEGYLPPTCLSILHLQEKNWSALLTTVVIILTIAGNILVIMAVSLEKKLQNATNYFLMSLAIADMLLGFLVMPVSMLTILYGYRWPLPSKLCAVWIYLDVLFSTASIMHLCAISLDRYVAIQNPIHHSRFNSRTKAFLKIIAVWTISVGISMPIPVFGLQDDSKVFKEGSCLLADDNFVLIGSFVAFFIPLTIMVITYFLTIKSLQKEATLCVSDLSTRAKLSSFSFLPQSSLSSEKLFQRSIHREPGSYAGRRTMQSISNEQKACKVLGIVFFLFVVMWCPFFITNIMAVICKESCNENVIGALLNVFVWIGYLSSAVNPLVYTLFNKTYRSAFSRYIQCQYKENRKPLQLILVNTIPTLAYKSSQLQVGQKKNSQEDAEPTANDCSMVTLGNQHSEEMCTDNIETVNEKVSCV
# TLR9-MyD88 inh = inhibitors of TLR9-MyD88 association in cells, primary screen, cell-based, CHO, BLA complementation, fluorescence. Toll-like receptor 9 (Homo sapiens) + Myeloid differentiation primary response protein …. CCF4 FRET ratio. inhibition, % at 4.98 µM. 340,000 tested, 0.21% active;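 active means inhibition above the mean over all tested compounds plus 3 SD, cut at about 21% in these data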;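 further: 0% = DMSO only wells and 100% = clavulanate BLA inhibitor control wells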
# ABHD5-PLIN5 inh = ABHD5-PLIN5 interaction inhibitors, primary screen, cell lysate, split luciferase complementation, luminescence; inhibition, % at 4 µM; Split G. princeps luciferase complementation, 4 h; AID 602281, 2012; 360,000 tested, 0.78% active;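 active means inhibition above the mean inhibition across every tested compound plus 3 SD, cut at about 22% in these data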;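 further: 0% = DMSO only wells and the 100% control is not disclosed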
# ABCB6 inh 2 = ABCB6 transporter inhibitors, primary screen, K562-ABCB6 cells, flow cytometry, MLPCN library | ATP-binding cassette sub-family B member 6 (Homo sapiens), Q9NP58 | K562-ABCB6 porphyrin accumulation, 1 h; stronger effect = lower value | fluorescence ratio to DMSO, % at 10 µM | 360,000 tested, 0.19% active | AID 602162, 2011;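 active means fluorescence ratio to DMSO below 75%, the collection mean minus 3 SD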;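 further: signal is porphyrin accumulated inside mitochondria; 100% equals median channel fluorescence of DMSO control wells; lower ratio means ABCB6 inhibition with less porphyrin fluorescence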
# NOD2-RIPK2 inh = NOD2-RIPK2 binding disruptors in cells, primary screen, fluorescence, CHO cells, BLA complementation. Receptor-interacting serine/threonine-protein kinase 2 (Homo sapiens), O43353. CCF4 ratio. inhibition, % at 4.98 µM. 360,000 tested, 0.38% active. AID 624267, 2012; in the data active means inhibition above about 21%;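 further: 0% = vehicle only and 100% = reference blocker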
# Target sequence (O43353 whole entry, looked up): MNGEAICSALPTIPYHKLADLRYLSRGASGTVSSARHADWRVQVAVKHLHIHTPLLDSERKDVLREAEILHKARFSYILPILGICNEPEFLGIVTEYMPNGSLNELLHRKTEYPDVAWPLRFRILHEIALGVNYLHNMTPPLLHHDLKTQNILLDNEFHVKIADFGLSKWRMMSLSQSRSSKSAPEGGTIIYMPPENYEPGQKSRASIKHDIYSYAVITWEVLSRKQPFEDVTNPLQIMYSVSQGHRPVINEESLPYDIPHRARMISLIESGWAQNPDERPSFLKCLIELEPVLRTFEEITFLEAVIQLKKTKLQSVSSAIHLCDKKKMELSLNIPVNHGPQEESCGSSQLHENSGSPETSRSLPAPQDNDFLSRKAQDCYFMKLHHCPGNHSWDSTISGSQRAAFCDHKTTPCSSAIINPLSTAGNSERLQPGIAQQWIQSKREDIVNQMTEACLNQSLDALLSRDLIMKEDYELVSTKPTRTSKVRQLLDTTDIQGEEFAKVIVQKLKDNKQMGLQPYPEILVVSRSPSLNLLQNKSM
# Numbers without * were called inactive; / = no result given.
SMILES,NCOA2 inhibitor,H9c2 protect,N-glyco inh,MC4R ag barr,MC4R antag cAMP,HTR2A ag,TLR9-MyD88 inh,ABHD5-PLIN5 inh,ABCB6 inh 2,NOD2-RIPK2 inh
COc1ccc(N2CC(C(=O)N[C@@H](C)C(=O)NC3CCCC3)CC2=O)cc1 (stereo not given in full),-2,-2,2,2.6,-1,1,6,2,94,-6
COc1ccc([N+](=O)[O-])cc1N(CC(O)CN1CCCCC1)S(=O)(=O)c1ccccc1 (stereo not given),4,5,1,4.1,-1,-4,0,7,101,11
CC(=O)c1cnc(SCCN2C(=O)c3ccccc3C2=O)nc1C,2,-1,0,0.2,3,1,-5,8,96,-3
COc1ccc(NC(=O)N2CCN(c3nc4ccccc4n3C(C)C)CC2)cc1,12,-7,3,3.5,30*,4,-10,2,96,-9
COc1cc(NC(=O)CN2C(=O)c3ccccc3C2=O)c(C(=O)O)cc1OC,17,4,0,1.9,3,-4,6,-1,103,10
COc1ccc(/C(N)=N/OC(=O)C2CCCCC2)cc1OC,-84,-6,-3,1.5,4,3,-8,4,101,-2
C=CCn1c(CSc2nnc(-c3ccccc3)n2C)n[nH]c1=S,0,2,4,-1.4,-1,0,4,-3,99,-6
Cc1sc(NC(=O)c2ccco2)c(CN2CCN(c3ccc(F)cc3)CC2)c1C,-3,-5,-2,-0.5,5,-5,-4,-2,89,-1
C/C(CC(=O)NC1CCCCC1)=N\NC(=O)c1ccc(Br)cc1,-17,8,0,0.1,11,-4,-10,0,100,-1
Cc1cc(C)c(C#N)c(SCC(=O)Nc2ccc3c(c2)OCO3)n1,-1,5,0,0.2,0,7,1,-2,99,-7
CCCN(CC(=O)Nc1cc(Cl)ccc1Cl)C(=O)c1ccc(N2CCCC2=O)cc1,17,2,-2,0.3,8,-1,5,-2,94,7
Cc1ccc(C(=O)NCc2ccccn2)cc1S(=O)(=O)N1CCCCC1,-1,13,1,-1.6,16,-9,1,-4,100,-17
CC(O/N=C(\N)c1ccccc1)C(=O)Nc1cccc(C(F)(F)F)c1 (stereo not given),4,-10,1,-0.7,6,-10,-3,-1,96,0
CCN(CC)S(=O)(=O)c1cccc(C(=O)NC(C(=O)Nc2nnc(C)s2)C(C)C)c1 (stereo not given),-10,3,3,-2.4,2,-3,-4,-2,95,-4
COc1ccc(C)cc1-n1nc2ccccc2n1,-24,0,2,-3.9,-4,-2,7,1,100,-4
CCc1cccc(CC)c1NC(=S)Nc1cccc(Cl)c1Cl,-11,-4,1,-0.1,-5,-2,-5,-8,96,-7
COc1ccccc1NC(=O)c1ccc(NC(=O)CSc2ncccn2)cc1,-61,-2,-1,-2.0,-1,-4,-5,3,99,-6
C=CCNc1ncnc2c1ncn2[C@H]1CN(Cc2ccco2)C[C@@H](CO)O1,-8,-1,3,-0.2,-2,-4,/,1,92,-2
COc1ccc(Nc2nc(C)cc(=O)[nH]2)c(OC)c1,11,-2,3,1.6,4,4,2,-8,97,-4
Cc1cccc(-c2nnnn2-c2cccc(C)c2)c1,-7,-10,-1,-2.6,-3,-2,-1,2,97,-7
COc1ccc(C(=O)CC2OC(=O)c3ccccc32)cc1OC (stereo not given),-26,-1,3,-0.8,12,-1,-6,0,100,-8
CCO[C@@H]1OC(C(=O)Nc2ccccc2)=C[C@H](c2ccc(Br)cc2)[C@H]1CCCO,-2,-10,-2,2.2,8,7,-9,2,96,-7
S=c1[nH]c(-c2ccccc2)cn1/N=C/c1cccnc1,-24,12,3,2.0,11,0,-5,-7,99,-10
COc1ccc(/C=N/NC(=O)c2ccncc2)cc1Cn1nc([N+](=O)[O-])c(Br)c1C,-5,20,2,-2.8,3,-5,-2,3,94,-14
O=C(Cc1c(Cl)cccc1Cl)N/N=C/c1cccnc1,7,10,3,-2.7,-3,1,-4,-4,97,-3
O=C(CNC(=O)c1ccco1)OCC(=O)c1ccc2ccccc2c1,10,2,4,-1.2,16,-4,-6,1,93,-3
CCOc1cc(/C=C2\CCC/C(=C\c3cc(Cl)c(O)c(OCC)c3)C2=O)cc(Cl)c1O,-20,-15,12,4.7,-10,-11,7,55*,123,8
COc1cc(OC)c(C(=O)OCC(=O)N2CC(=O)Nc3ccccc32)cc1OC,-50,2,3,-2.0,-9,4,-2,1,101,-1
CCN(CC)CCNc1nc2c(c(=O)[nH]c(=O)n2C)n1CCCc1ccccc1,-7,13,2,0.5,0,-3,-2,-2,100,3
Cc1ccc(S(=O)(=O)NNC(=O)Nc2cccc(F)c2)c(C)c1,17,-8,-5,1.4,1,6,0,8,95,-10

# The closing 3 entries of the part before come first, to join the parts.
SMILES,NCOA2 inhibitor,H9c2 protect,N-glyco inh,MC4R ag barr,MC4R antag cAMP,HTR2A ag,TLR9-MyD88 inh,ABHD5-PLIN5 inh,ABCB6 inh 2,NOD2-RIPK2 inh
COc1cc(OC)c(C(=O)OCC(=O)N2CC(=O)Nc3ccccc32)cc1OC,-50,2,3,-2.0,-9,4,-2,1,101,-1
CCN(CC)CCNc1nc2c(c(=O)[nH]c(=O)n2C)n1CCCc1ccccc1,-7,13,2,0.5,0,-3,-2,-2,100,3
Cc1ccc(S(=O)(=O)NNC(=O)Nc2cccc(F)c2)c(C)c1,17,-8,-5,1.4,1,6,0,8,95,-10
COc1ccccc1NC(=O)c1cc(N)cc(C(=O)Nc2ccccc2OC)c1,-2,-1,4,-2.9,5,-4,2,-8,96,5
Cn1c(CN2CCN(c3ccc(Cl)cc3)CC2)nc2ccccc21,-33,-3,1,1.2,0,-4,-10,3,92,3
CC1(C)Cc2cccc(C(=O)NC3CCN(Cc4ccccc4)CC3)c2O1,-31,14,-2,0.8,2,-4,-8,8,98,-12
COCCSc1nnc(NC(=O)Cc2ccc(OC)cc2)s1,-4,-3,1,-1.9,17,-1,-1,-4,96,1
COc1ccc(CC2(CO)CCN(Cc3cnn(C)c3C)CC2)cc1,-24,-2,1,-0.8,30*,-2,4,-2,97,-9
CC(C)C[C@@H](CN1CCC[C@@H]1CN1C(=S)NC[C@@H]1Cc1ccccc1)N1C[C@H](Cc2ccc(O)cc2)N(CCc2ccccc2)C1=S,19,-12,-4,/,/,-4,/,5,99,-9
Cc1cc(C)nc(NS(=O)(=O)c2ccc(N/C=C/C(=O)c3ccc(Cl)c(Cl)c3)cc2)n1,-11,-9,3,-0.1,2,0,-9,-6,99,0
C[C@H](CO)N1C[C@H](C)[C@@H](CN(C)C(=O)Nc2ccc(F)cc2)Oc2cc(Br)ccc2S1(=O)=O,15,-5,0,1.3,-4,-6,-2,8,98,-12
COCc1cc(=O)n2[nH]c(SCc3ccccc3)nc2n1,-3,2,1,-1.1,3,1,-2,4,113,4
CCC1(c2ccccc2)NC(=O)N(CC(=O)Nc2ccc(S(=O)(=O)N3CC(C)CC(C)C3)cc2)C1=O (stereo not given),0,-12,7,0.9,3,-5,-3,-16,100,-7
Cn1c(=NC(=O)c2ccc3c(c2)OCCO3)sc2cc(S(C)(=O)=O)ccc21,5,-5,-3,-1.3,12,1,8,1,99,-5
N#Cc1ccc(CN2C(=O)NC3(CCCCCC3)C2=O)cc1,-4,3,1,-0.3,9,-1,5,0,94,-3
CCC(C)(C(=O)NC1CCCCC1)N(Cc1ccco1)C(=O)CNC(=O)c1ccccc1 (stereo not given),-1,0,0,-1.6,6,2,0,-3,95,-5
CC(C)CCNC(=O)c1[nH]c(C(F)(F)F)nc1-c1ccccc1,-26,2,-1,/,/,0,/,-5,98,-5
O=C(Cc1ccccc1[N+](=O)[O-])NNC(=O)c1ccncc1,-45,6,1,-0.5,1,0,3,2,101,-6

# Compound profiles, as listed above.
# C[C@H](CO)N1C[C@H](C)[C@@H](CN(C)C(=O)Nc2ccc(F)cc2)Oc2cc(Br)ccc2S1(=O)=O reads NCOA2 inhibitor = 15; H9c2 protect = -5; N-glyco inh = 0; MC4R ag barr = 1.3; MC4R antag cAMP = -4; HTR2A ag = -6; TLR9-MyD88 inh = -2; ABHD5-PLIN5 inh = 8; ABCB6 inh 2 = 98; NOD2-RIPK2 inh = -12
# CCC(C)(C(=O)NC1CCCCC1)N(Cc1ccco1)C(=O)CNC(=O)c1ccccc1 (stereo not given) reads NCOA2 inhibitor = -1; H9c2 protect = 0; N-glyco inh = 0; MC4R ag barr = -1.6; MC4R antag cAMP = 6; HTR2A ag = 2; TLR9-MyD88 inh = 0; ABHD5-PLIN5 inh = -3; ABCB6 inh 2 = 95; NOD2-RIPK2 inh = -5

# The results go on:
SMILES,NCOA2 inhibitor,H9c2 protect,N-glyco inh,MC4R ag barr,MC4R antag cAMP,HTR2A ag,TLR9-MyD88 inh,ABHD5-PLIN5 inh,ABCB6 inh 2,NOD2-RIPK2 inh
O=C1C[C@@H]2c3c(cccc3CN1Cc1ccc(Cl)cc1)C[C@@H](O)[C@H]2O,-16,0,3,-0.6,4,7,5,15,94,1
COC(=O)c1c(C)[nH]c(C(=O)OC(C)C(=O)N(C)C2CCCCC2)c1C (stereo not given),-20,-3,1,-2.4,1,5,-8,4,92,-5
COc1ccc(C2C(C(=O)c3sc(C)nc3C)=C(O)C(=O)N2CCCn2ccnc2)cc1 (stereo not given),-13,0,-1,-1.1,-2,-3,1,-11,100,5
CC(C)N1CCN(Cc2ccc(Oc3ncccn3)cc2)CC1CCO (stereo not given),23,1,0,-0.9,-2,3,9,-6,100,0
Cc1ccc(NC(=O)CCN2CCN(CCO)CC2)cc1Br,19,5,-1,-1.6,2,-3,-1,2,103,-6

# An excerpt; count on the stated rates, not on these rows.
